Source: PubChem BioAssay (Sanford-Burnham Center for Chemical Genomics)
NALP3 yeast inh – inhibitors of NALP3 inflammasome in yeast; Yeast reconstituted NLRP3/ASC/caspase-1, beta-gal luminescence, 24 h; inhibition, % at 10 µM; actives 0.39% (n = 330,000);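 active = inhibition of 50% or more; inactive = inhibition below 50%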;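 also: plate controls were induced DMSO wells for no effect and uninduced yeast grown without galactose for full effect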
A3A deaminase – blocks human APOBEC3A ssDNA deamination; P31941; recombinant A3A, FAM/TAMRA ssDNA deamination fluorescence; inhibition, % at 20 µM; actives 0.41% (n = 330,000);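 active = at least 40% inhibition at 20 µM here, with at most 30% in a related deaminase screen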;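 also: plate controls were A3A with DMSO for no effect and wells lacking A3A enzyme for full effect; some results filed as inactive read as strong as hits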
Target sequence (P31941 whole entry, looked up): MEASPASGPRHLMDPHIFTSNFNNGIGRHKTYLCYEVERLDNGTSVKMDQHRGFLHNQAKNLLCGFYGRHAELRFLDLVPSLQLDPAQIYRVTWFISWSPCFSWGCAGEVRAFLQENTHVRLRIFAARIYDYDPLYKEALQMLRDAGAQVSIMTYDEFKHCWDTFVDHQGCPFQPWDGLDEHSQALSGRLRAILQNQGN
tim10-1 inh – growth inhibitors of tim10-1 mutant yeast | S. cerevisiae tim10-1 ts strain growth, BacTiter-Glo, 24 h | inhibition, % at 20 µM | actives 2.2% (n = 330,000) | AID 463190;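 active = inhibition of at least 40%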;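 also: mutant grown at 25 °C; 0% = DMSO wells with yeast and 100% = wells holding no yeast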
APOBEC3G inh – inhibitors of human APOBEC3G DNA deaminase; recombinant A3G, ssDNA deamination FAM/TAMRA fluorescence; Q9HC16; inhibition, % at 20 µM; actives 0.28% (n = 330,000); AID 493012;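 active = inhibition of at least 40% at 20 µM, with no more than 30% in the related APOBEC3A deaminase screen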;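 also: plate controls were DMSO wells with A3G for no effect and wells lacking A3G enzyme for full effect; some compounds called inactive have numbers as strong as hits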
Target sequence (Q9HC16 whole entry, looked up): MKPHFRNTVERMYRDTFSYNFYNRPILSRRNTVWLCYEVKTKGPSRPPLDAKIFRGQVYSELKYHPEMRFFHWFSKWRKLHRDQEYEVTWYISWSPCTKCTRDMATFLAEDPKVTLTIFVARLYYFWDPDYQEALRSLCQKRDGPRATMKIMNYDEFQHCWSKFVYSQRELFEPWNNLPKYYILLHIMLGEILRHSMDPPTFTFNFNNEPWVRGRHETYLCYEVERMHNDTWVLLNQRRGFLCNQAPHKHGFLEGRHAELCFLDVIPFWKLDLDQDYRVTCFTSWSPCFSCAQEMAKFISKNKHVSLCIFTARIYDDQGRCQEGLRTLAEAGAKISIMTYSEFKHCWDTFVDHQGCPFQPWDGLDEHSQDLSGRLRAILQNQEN
hIAP inh – human IAP inhibition. P09923. purified IAP, CDP-Star luminescence, 30 min. actives 0.12% (n = 330,000). AID 2544. inhibition, % at 10 µM;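 active = inhibition reaching a set limit with compound at 10 µM in the primary screen, cut at about 35% in these data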;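 also: plate controls were DMSO wells with enzyme for no effect and no-enzyme buffer wells for full effect; values of inactives mirror those of a sister screen read the other way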
Target sequence (P09923 whole entry, looked up): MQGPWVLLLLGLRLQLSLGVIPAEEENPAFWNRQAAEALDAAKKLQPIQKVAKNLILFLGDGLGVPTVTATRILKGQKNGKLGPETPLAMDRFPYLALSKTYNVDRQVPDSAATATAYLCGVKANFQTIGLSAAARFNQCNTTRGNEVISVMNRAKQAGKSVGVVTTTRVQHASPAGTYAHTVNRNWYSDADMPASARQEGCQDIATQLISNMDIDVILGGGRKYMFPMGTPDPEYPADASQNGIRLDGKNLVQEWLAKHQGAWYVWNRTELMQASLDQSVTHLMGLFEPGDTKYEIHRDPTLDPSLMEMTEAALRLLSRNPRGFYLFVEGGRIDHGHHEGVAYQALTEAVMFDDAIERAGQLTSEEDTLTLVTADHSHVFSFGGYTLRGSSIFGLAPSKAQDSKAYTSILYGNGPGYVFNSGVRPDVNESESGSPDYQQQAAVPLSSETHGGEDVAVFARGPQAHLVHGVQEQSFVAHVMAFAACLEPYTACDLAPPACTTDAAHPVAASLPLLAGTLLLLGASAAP
beta cell repl – inducers of beta-cell replication in MIN6 cells; MIN6 cells proliferation, ATPlite luminescence, 48 h; cells starved in 0.2% serum; 100% = growth in 10% serum; proliferation, % at 10 µM; actives 0.29% (n = 330,000);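 active = compounds whose signal lies at least 3.5 SD above the mean of all wells on their plate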;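 also: 0% = DMSO-treated cells in low-serum medium and 100% = 10% serum control; some compounds called inactive have numbers as strong as hits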
mIAP block – mouse IAP inhibition. purified mouse IAP, CDP-Star luminescence, 30 min. inhibition, % at 10 µM. actives 0.2% (n = 330,000). AID 2806;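 active = inhibition of at least 40% at 10 µM in the primary screen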;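 also: plate controls were DMSO with enzyme for no effect and no enzyme wells for full effect; values of inactives mirror those of a sister screen read the other way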
TIM10 inh – TIM10 yeast growth inhibition. S. cerevisiae TIM10 strain growth, BacTiter-Glo luminescence, 24 h. actives 1.4% (n = 330,000). inhibition, % at 10 µM;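 active = inhibition of 40% or more at the single tested concentration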;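 also: wild-type TIM10 isogenic control strain grown at permissive 25 °C; 0% = DMSO yeast wells and 100% = minimal medium wells without yeast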
mIAP act – increases mouse intestinal alkaline phosphatase activity | muIAP, CDP-Star luminescence, 30 min; hits give high values; 1 = vehicle-only enzyme signal, 0 = enzyme-free wells | activation factor at 10 µM | actives 0.24% (n = 330,000) | AID 2805;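 active = activation factor of at least 2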; also: the source names both 10 and 20 µM as test concentration; values of inactives mirror those of a sister screen read the other way
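System: mouse IAP enzyme. Reagent: CDP-Star chemiluminescent phosphatase substrate. Benchmarks: DMSO wells, no-enzyme wells. Times: 30 min enzyme-substrate-compound incubation at room temperature. Detection: luminescence from enzymatic CDP-Star hydrolysis. Doses: test compounds delivered from DMSO solution.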
Active calls of the source: *; / = not tested or not shown. Rows are unselected, and some 4.6% of all compounds hit somewhere here.

SMILES	NALP3 yeast inh	A3A deaminase	tim10-1 inh	APOBEC3G inh	hIAP inh	beta cell repl	mIAP block	TIM10 inh	mIAP act
CC(=O)c1cccc(NC(=O)NC2CC(=O)N(c3ccc4c(c3)OCCO4)C2)c1 (stereo not given)	18	-6	8	-13	6	2	-3	5	1
Cc1ccc(NC(=O)N2CCC(NC(=O)c3cccc(C)c3)CC2)cc1	5	-1	8	5	-23	-6	-5	-3	1.1
Cc1nn2c3cc(N4CCOCC4)ccc3nc2c2ccccc12	-8	-3	29	-8	-6	-5	-15	11	1.1
CCC(NC(=O)CSc1nnnn1C1CC1)c1ccc(Br)cc1 (stereo not given)	11	1	5	6	-10	1	1	8	0.99
Cc1cccc(NC(=O)c2sccc2-n2cccc2)c1C	35	-8	21	-8	4	-1	4	31	0.96
c1nnc2c3c4c(sc3ncn12)CCCC4	20	0	8	-9	-52	6	12	-16	0.88
CC1CCCN(CC(=O)Nc2ccc(S(=O)(=O)N3CCCCCC3)cc2)C1 (stereo not given)	10	-5	8	-8	-33	-5	3	16	0.97
COc1ccc(-c2onc3ccc(Cl)cc23)cc1	3	3	12	3	9	2	2	29	0.98
COc1ccc(N2CCN(C(=O)CSc3nnc4nc(C)cc(C)n34)CC2)cc1	-1	-4	16	-6	3	-4	0	4	1
O=C(NNC(=O)c1ccc(-n2cncn2)c([N+](=O)[O-])c1)c1ccccc1	13	-1	7	-3	-14	2	-5	12	1.1
O=C(c1cccnc1)N1c2ccccc2Sc2ccccc21	-7	-3	9	-3	0	-1	1	13	0.99
Cc1ccsc1/C=N/NC(=O)c1ccncc1	2	-4	16	-13	-33	-4	-12	7	1.1
COC(=O)NNC(=O)c1ccccc1OC	1	3	6	-5	1	-2	-3	-2	1
CCCn1nnc2sc3c(c2c1=O)CCC(C)C3 (stereo not given)	24	-18	10	-6	8	1	1	-11	0.99
CCOC(=O)C1CCCN(C(=O)C2CCN(S(=O)(=O)N3CCC4(CC3)OCCO4)CC2)C1 (stereo not given)	6	0	-2	0	-13	0	-14	10	1.1
CC(C)Cc1ccc(CN2CCCC(NC(=O)CCN3CCOCC3)C2)cc1 (stereo not given)	12	-7	-21	-5	-26	-6	2	-9	0.98
O=C(CNCc1ccco1)Nc1ccccc1-n1cccc1	9	-1	24	-2	16	-1	4	21	0.96
Cc1cc(C)n(-c2nc3ccccc3c3nc(C)nn23)n1	11	-1	1	-12	0	-3	-8	5	1.1
CC(C)(C)OC(=O)C[C@H]1C/C=C\C[C@H](CC(=O)N[C@H](CO)Cc2ccccc2)C(=O)N2CCC[C@@H]2COC1=O	14	3	1	5	10	-3	4	3	0.96
O=C(Cc1cccc2ccccc12)N1CCCc2ccccc21	35	1	19	-1	-7	0	5	5	0.95
COC(=O)c1ccc(NC(=O)C(=O)N2CCCC2)cc1	4	-2	6	-4	1	0	-3	-15	1
COc1ccccc1NC(=O)c1c(N=Cc2ccccc2O)cnn1C	10	2	23	0	-4	-1	0	13	1
CN1CCc2nc(SCC(=O)Nc3ccc(F)cc3)c(C#N)cc2C1	10	0	5	2	0	-3	22	-17	0.78
CN(C)c1ccc2c(c1)OC(N)=C(C#N)C2c1cccc(F)c1 (stereo not given)	23	-5	31	-6	2	-6	6	-9	0.94
Cc1ccc2c(c1)[C@H]1[C@H](CO2)[C@H](c2ccccc2)[C@]2(C)C(=O)Nc3ccccc3C(=O)N12	-2	-4	16	-4	-14	-6	6	10	0.94
Additional entries
SMILES	NALP3 yeast inh	A3A deaminase	tim10-1 inh	APOBEC3G inh	hIAP inh	beta cell repl	mIAP block	TIM10 inh	mIAP act
Cc1ccc(N2C(=O)N3[C@H](c4ccc(Cl)cc4)[C@@H]4C(=O)N(C5CCCCC5)C(=O)[C@@H]4[C@]3(Cc3ccccc3)C2=O)cc1	3	-3	14	-6	-3	-6	7	10	0.93
COc1ccc(C(=O)SC2=NCCS2)cc1	-12	0	20	-1	4	-2	7	9	0.93
COc1ccc(S(=O)(=O)N2CCN(C)CC2)c2ccccc12	6	3	-12	3	0	-4	16	1	0.84
CC(=O)Nc1ccc(S(=O)(=O)N2CCN=C2SCc2cccnc2)cc1	-8	-4	1	-6	-3	-2	1	5	0.99
Cc1ccccc1NC(=O)c1c(C)[nH]c(=S)c(C#N)c1-c1ccco1	4	0	6	4	-3	-2	17	4	0.83
COc1ccc(N2CCN(Cc3nc(N)nc(Nc4ccc(C)c(Cl)c4)n3)CC2)cc1	11	0	19	-2	4	-6	-4	28	1
Cc1ccccc1C(=O)Nc1ccnn1C1CCN(Cc2ccccn2)CC1	14	-6	-15	-6	-32	-6	-1	-9	1
CC(=O)c1cccc(NC(=O)CN(C)Cc2ccc(OC(F)F)cc2)c1	16	8	6	4	-10	0	1	2	0.99
Cc1ccc(C(=O)N/C(=C\c2sccc2C)C(=O)NCc2ccncc2)cc1	12	-5	20	-8	-4	-2	-8	0	1.1
Cc1ccc(OCC(=O)NCCNC(=O)c2cccnc2)cc1C	17	2	11	1	7	0	-12	-11	1.1
CCOC(=O)C(C(=O)OCC)C(Nc1ccc(Br)cc1)c1ccccc1 (stereo not given)	49	-5	51*	-2	5	-3	-1	51*	1
Cc1cc(C2N=C(N)Nc3nc4ccccc4n32)c(C)n1-c1ccccc1Cl (stereo not given)	-11	-1	-39	-3	20	-4	-96	-8	2
CCOC(=O)c1sc(NC(=O)c2ccc(S(=O)(=O)N3CCCCC3)cc2)nc1-c1ccccc1	1	-2	7	-2	7	-2	17	3	0.83
CCC(=O)OCCNc1nc(-c2ccccc2)nc2ccccc12	25	0	-9	-3	-1	-3	0	22	1
COc1ccc(CNC(=O)COC(=O)C2=COCCO2)cc1	2	-3	10	-3	9	-3	12	6	0.88
CC(C)(c1cc(Br)c(O)c(Br)c1)c1cc(Br)c(O)c(Br)c1	53*	1	-64	-11	21	-6	2	22	0.98
O=C(COC(=O)/C=C/c1cccc(F)c1)Nc1ccc2[nH]c(=O)[nH]c2c1	4	5	-1	-5	-2	4	-4	5	1
CCSc1nnc(-c2c[nH]c3ccccc23)o1	29	-1	-6	6	-17	-1	-1	-8	1
COC(=O)c1c(C)oc2ccc(N(C(=O)c3ccncc3)S(=O)(=O)c3ccccc3)cc12	12	-5	28	-8	-7	-4	-5	19	1.1
COc1ccc(CN2CCN(Cc3cccn3-c3ncccn3)CC2CCO)c(C)c1C (stereo not given)	-4	0	18	-6	-4	3	0	-5	0.99
CC(=O)c1cccc(-n2nnnc2SCC(=O)NNC(=O)C(C)C)c1	6	-2	8	-4	-3	-3	2	3	0.98
O=C(c1cc(Br)ccc1Cl)N1CCCC1	26	4	-12	2	5	-3	1	-7	0.99
Cc1cc(Oc2ccc(Br)cc2)nc(SCC(=O)c2ccccc2)n1	9	-2	17	-3	-7	0	13	10	0.87
Cc1cc(C(=O)NC2CCCc3c2cnn3-c2cc(F)cc(F)c2)nn1C (stereo not given)	22	1	19	-2	5	-1	4	18	0.96
C=CCn1c(COc2ccc(CC)cc2)nnc1SCC(=O)NC1CCS(=O)(=O)C1 (stereo not given)	4	3	11	-2	-14	-3	-5	-8	1.1

3 compounds from above, limited to A3A deaminase:
structure,A3A deaminase
CC(=O)c1cccc(-n2nnnc2SCC(=O)NNC(=O)C(C)C)c1,-2
COc1ccc(S(=O)(=O)N2CCN(C)CC2)c2ccccc12,3
Cc1cc(Oc2ccc(Br)cc2)nc(SCC(=O)c2ccccc2)n1,-2

Back to the main list, starting two compounds before the break.
SMILES	NALP3 yeast inh	A3A deaminase	tim10-1 inh	APOBEC3G inh	hIAP inh	beta cell repl	mIAP block	TIM10 inh	mIAP act
Cc1cc(C(=O)NC2CCCc3c2cnn3-c2cc(F)cc(F)c2)nn1C (stereo not given)	22	1	19	-2	5	-1	4	18	0.96
C=CCn1c(COc2ccc(CC)cc2)nnc1SCC(=O)NC1CCS(=O)(=O)C1 (stereo not given)	4	3	11	-2	-14	-3	-5	-8	1.1
Cc1nc(Cc2nnc(SCc3nc(N)nc(Nc4ccccc4C)n3)o2)cs1	13	-2	25	-5	0	0	2	1	0.98
CC(=O)c1c(C(C)=O)c(C)n(NC(=O)c2ccccc2O)c1C	-5	2	4	-3	-7	0	-1	-8	1
CC1CC(C)CN(C(=O)Nc2ccc(Br)cc2)C1 (stereo not given)	10	-4	24	-2	-15	-2	-8	15	1.1
Cc1cc(N2O[C@H]3C=C[C@@H]2C3)no1	/	-2	18	17	/	/	4	-12	0.96
COCCn1c(-c2ccc(F)cc2)nc2oc3cc(OC)ccc3c(=O)c2c1=O	14	-19	-12	-8	-22	-2	2	13	0.98
O=C(NC(Cc1c[nH]c2ccccc12)C(=O)NCc1ccc(F)cc1)OCc1ccccc1 (stereo not given)	15	-3	2	-8	9	-3	-11	5	1.1
CCOC(=O)CN1CC23C=CC(O2)C(C(=O)NC2CCCCCC2)C3C1=O (stereo not given)	9	8	25	-1	-10	-2	-6	-7	1.1
CCN(CC)CCC(=O)NC(C)(C)Cc1ccc(O)cc1	21	2	10	-1	-20	-1	8	-13	0.92
C=CCNc1nc(NC(C)(C)CO)nc(OCC)n1	12	1	17	-1	8	4	-10	3	1.1
Cc1nnc2n(-c3ccccc3)c(=O)c3c4c(sc3n12)CC(C)CC4 (stereo not given)	-30	-2	21	-5	35	1	13	28	0.87
CCCCC(CC)CNC(=O)C(Cc1ccccc1)NS(=O)(=O)c1ccc2c(c1)CCC(=O)N2 (stereo not given)	-5	4	7	0	-15	0	-120	-16	2.2*
COc1ccc(NC(=O)CN2CCN(c3ccc(F)cc3)CC2)cc1	15	-5	5	-6	2	-2	6	1	0.94
CCc1ccc(CN2CCN(C(=O)c3ccco3)CC2)cc1	7	-6	7	-7	11	-3	1	3	0.99
Cc1ccc(C(c2nnnn2CCC(C)C)N2CCN(C)CC2)cc1 (stereo not given)	22	3	4	2	12	0	2	-9	0.98
Cc1cc(C)n2nc(SCC(=O)N(CC(C)C)c3c(N)n(CC(C)C)c(=O)[nH]c3=O)nc2n1	16	-1	14	-3	9	-1	0	11	1
Cc1nc2c(C(=O)NCCC3=CCCCC3)c[nH]n2c(=O)c1Cl	17	3	24	2	-16	1	3	10	0.97
O=C(Nc1ccc(S(=O)(=O)NCc2ccccc2)cc1)c1ccccc1[N+](=O)[O-]	16	0	-7	-1	11	-1	7	-4	0.93
O=C(c1ccco1)N(Cc1cccc([N+](=O)[O-])c1)c1ccc(Br)cc1	15	-1	24	-4	-5	-4	18	13	0.82
Cc1ccccc1N1C(=O)c2ccccc2NC1c1ccncc1 (stereo not given)	-2	-3	-4	-4	0	2	1	9	0.99
CCCC1C(C#N)=C(N)Oc2cc(C)n(C)c(=O)c21 (stereo not given)	-13	-3	7	-6	2	-2	4	-4	0.96
COC(=O)c1cccc(NC(=O)CSc2nc(C)cc(=O)[nH]2)c1	14	15	7	1	2	-3	-7	-19	1.1
COc1cc(CCC(=O)OCC(=O)NC(=O)c2ccc(Cl)cc2)cc(OC)c1OC	15	6	16	-2	9	-3	1	-5	0.99
Cc1ccc(S(=O)(=O)Nc2ccc(O)c(Sc3ncn[nH]3)c2)cc1	7	-4	-9	-8	-4	-3	50*	7	0.5
Cc1ccc(NS(=O)(=O)c2cccs2)nc1	2	-1	-16	-7	-20	0	2	-9	0.98
COC(=O)C1=C(CCc2ccccc2)NC(=O)NC1c1ccc(Cl)cc1 (stereo not given)	3	3	13	-9	-1	-4	2	2	0.98
O=Nc1ccc(O)c2ncccc12	9	8	14	-4	1	-5	12	-7	0.89
